LGR2 antag: inhibitors of bursicon-induced Drosophila LGR2 receptor cAMP signaling; HEK293 LGR2, CRE-luciferase, bursicon-stimulated, 4 h; inhibition, % at 9.99 µM; 0.35% of 380,000 active;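 active means drop in luminescence signal, shown as inhibition above about 50% in the replicate tests, limit read from the data, passing the limit was not always enough; inconclusive means probably only some replicates passing the limit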;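 further: agonist challenge used bursicon conditioned medium at about half maximal strength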
Cneo AK release: Cryptococcus neoformans lysis via adenylate kinase release; C. neoformans lysis, adenylate kinase release luminescence, 4 h; normalised: neutral wells 0, clomiphene wells 100; lysis activity, % at 15 µM; 0.2% of 360,000 active; AID 651654;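 active means mean lysis activity across replicates of at least 80%, whatever share of replicates individually reach that level; inactive means mean lysis activity below 80%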
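Material – Cryptococcus neoformans yeast cells · Quantity – 5 × 10^6 yeast cells/mL · Buffer or medium – YPD medium · Compound – single dose · Timing – 4 h static compound exposure, 37 °C, read 1 h post-reagent · Signal – adenylate kinase release luminescence · Read-out basis – lysis from increased AK signal · Benchmarks – Clomiphene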
PGC1a acetyl inh: lowers PGC1a acetylation signal in U2OS cells | AlphaScreen anti-acetyl-lysine; with virally co-expressed GCN5 acetyltransferase | inhibition, % at 15.6 µM | AID 651687 | 0.17% of 350,000 active;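 active means every replicate shows inhibition of at least 40%; inconclusive means mean inhibition at least 40% but some replicate below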;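 further: 0% = neutral control wells and 100% = positive control wells; some results beyond the cut were filed as inactive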
PAX8 reporter: lowers PAX8-driven luciferase in RMG-I cells | RMG-I TPO-luciferase reporter, SteadyGlo, 24 h | inhibition, % at 12.6 µM | 1.2% of 360,000 active;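 active means mean replicate inhibition at least 60% with every replicate also reaching 60%; inconclusive means only one of the two criteria is met; inactive means mean below 60% and not all replicates reaching 60%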;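 further: luciferase light reporting Pax8 driven TPO promoter activity; plate controls were median of neutral control wells for no effect and mitoxantrone controls for full effect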
EWS-Fli inh: EWS/Fli transcriptional activity inhibition; A673 NR0B1-luciferase reporter, viability-normalised; inhibition, % at 12.6 µM; 0.67% of 350,000 active;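 active means mean inhibition of at least 50% after viability correction, with every replicate also passing that limit; inconclusive means mean reaches 50% but only one of two replicates passes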;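 further: firefly luciferase signal divided by Alamar Blue viability fluorescence both relative to DMSO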
FN deposit inh: fibronectin deposition inhibition; AH1F fibroblasts, Alexa488-fibronectin deposition fluorescence, overnight; inhibition, % at 12.6 µM; 0.086% of 350,000 active; AID 743247;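 active means mean inhibition across replicates of 30% or more, regardless of how many single replicates reach that level; inconclusive means mean under 30% yet at least half of replicates reach 30%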;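 further: positive control wells lacked labelled fibronectin entirely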
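test system = AH1F fibroblasts assembling fluorescent fibronectin matrix | quantity = 10000 AH1F cells per well | buffer or medium = DMEM plus 2% serum, read in PBS | doses = single dose, pinned | incubation = 1 h cell attachment, overnight exposure to compound and label | detection = fluorescence at 485 nm excitation, 525 nm emission | read-out basis = inhibition from reduced deposited-fibronectin fluorescence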
miR122 inh: miR-122 inhibition in Huh7 cells. Huh7 miR-122 Renilla luciferase sensor, 48 h; neutral wells = 0, positive control = 100. activation (reporter increase), % at 12.5 µM. 0.3% of 340,000 active;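 active means mean replicate activation score at least 90 and every replicate individually at or above 90; inconclusive means only one of the two criteria met; inactive means neither criterion met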;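 further: higher luciferase means less miR-122 activity so hits act as miR-122 inhibitors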
Casp6 inh: caspase-6 (human) enzyme inhibition. 0.53% of 350,000 active. P55212. purified caspase-6, Z-VEID-R110 cleavage fluorescence. inhibition, % at 12.5 µM;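 active means mean inhibition across replicates at least about 35%, with every replicate also reaching that limit, limit read from the data; inconclusive means only one of the two criteria met; inactive means neither criterion met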;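 further: 0% = median of neutral control wells and 100% = no fluorescence left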
Target sequence (P55212 24-179 limits assumed): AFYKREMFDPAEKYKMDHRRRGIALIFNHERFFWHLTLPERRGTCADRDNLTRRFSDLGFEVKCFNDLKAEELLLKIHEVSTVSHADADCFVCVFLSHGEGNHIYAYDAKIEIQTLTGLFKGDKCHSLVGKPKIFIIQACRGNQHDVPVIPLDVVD
Target sequence (P55212 194-293 limits assumed): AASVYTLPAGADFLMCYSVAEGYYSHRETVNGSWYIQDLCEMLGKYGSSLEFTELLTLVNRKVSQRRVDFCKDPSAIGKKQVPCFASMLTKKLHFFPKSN
The depositor's hits bear a star; ? = inconclusive; . = not tested or not shown; [ ] = remark or other dose. Not a hit list. About 2.5% of those tested had a hit in this group.

Second line of a record – LGR2 antag, Cneo AK release, PGC1a acetyl inh, PAX8 reporter, EWS-Fli inh, FN deposit inh, miR122 inh, Casp6 inh
> C[C@@H]1CC[C@]2(C(=O)O[C@@H]3O[C@H](CO)[C@@H](O)[C@H](O)[C@H]3O)CC[C@]3(C)C(=CCC4[C@@]5(C)C[C@@H](O)[C@H](O)[C@@](C)(C(=O)O[C@@H]6[C@H](O)C[C@@]7(C)C(CC[C@]8(C)C7CC=C7[C@H]9[C@](C(=O)O[C@@H]%10O[C@H](CO)[C@@H](O)[C@H](O)[C@H]%10O)(CC[C@@H](C)[C@@]9(C)O)CC[C@]78C)[C@@]6(CO)C(=O)O)C5CC[C@]43C)[C@@H]2[C@]1(C)O (some centres not stated)
 : 0, -4, 11, 1, 4, 4, 1, 22
> O=C(C1CC1)N1CC2(C1)[C@H](c1ccccc1)[C@@H](CO)N2Cc1ccccc1F
 : -23, ., -10, ., -2, -12, ., 1
> C[C@@H]1CCCCO[C@@H](CN(C)C(=O)NC2CCCCC2)[C@H](C)CN([C@H](C)CO)C(=O)c2cc(N(C)C)ccc2O1
 : -1, 6, 6, 20, 0, -14, -8[16.7 µM], .
> CCN(Cc1ccc(NC(C)=O)cc1)CC1CCCN(CCc2cccc(F)c2)C1 (configuration not stated)
 : 9, 0, ., 25, 9, 4, -11, -11
> COC(=O)C1(CC2CC(c3cccc(Br)c3)=NO2)CCN(C(=O)OC(C)(C)C)CC1 (configuration not stated)
 : ., -1, -2, 10, -16, 2, -3, 0
> CCOc1ccc(NC(=O)NC2CC(=O)N(c3ccc(OC)cc3)C2)cc1 (configuration not stated)
 : 11, 0, -9, 9, -9, -6, 28, -2
> Cc1ccc(-c2nc(NCCCN(C)C)c3ccccc3n2)cc1
 : -3, 1, -2, -10, -14, 22, 5, -22
> OCCn1nc(-c2ccccc2)cc1-c1ccccc1
 : -16, 0, -6, -13, -8, 1, 3, 0
> COc1ccc(-c2ccc(OC)c([C@H]3[C@H]4C=CC[C@@H](C)[C@@H]4C(=O)N3Cc3ccccc3)c2)cc1OC
 : -8, 2, ., 3, 11, 7, 15, -2
> COc1ccc(S(=O)(=O)Nc2cccc3c2O[C@H](CN(C)Cc2ccc(C(F)(F)F)cc2)[C@@H](C)CN([C@@H](C)CO)C3=O)cc1
 : -5, 40, -19, ., -11, 2, 60[16.7 µM], 1
> C/C(=N/NC(=O)c1ccc(C)s1)c1cccc(NC(=O)COc2ccc(Cl)cc2C)c1
 : ., 0, 15, -9, ., 7, 1, .
> C/C=C/c1ccc([C@H]2[C@@H](CNC(C)=O)N(C(=O)Cc3ccncc3)[C@H]2CO)cc1
 : -2, 13, -11, 8, 1, -8, -14[16.7 µM], -5
> Cc1ccc(C(=O)C2=C(O)C(=O)N(Cc3ccccc3)C2c2cccnc2)o1 (configuration not stated)
 : 1, 9, -5, ., 0, ., -10, 7
> Cc1ccc(-c2nn(C)c(=O)c3ccccc23)cc1CNC(=O)CSc1nc2ccccc2o1
 : ., -2, -7, 25, ., 5, -2, .
> C[C@H](CO)N1C[C@H](C)[C@H](CN(C)C(=O)CCC(F)(F)F)OCCCC[C@H](C)Oc2ccc(NS(C)(=O)=O)cc2C1=O
 : 5, ., 4, -1, -5, ., -5[16.7 µM], .

Overlap with the part before: six entries; new compounds follow.
Second line of a record – LGR2 antag, Cneo AK release, PGC1a acetyl inh, PAX8 reporter, EWS-Fli inh, FN deposit inh, miR122 inh, Casp6 inh
> COc1ccc(S(=O)(=O)Nc2cccc3c2O[C@H](CN(C)Cc2ccc(C(F)(F)F)cc2)[C@@H](C)CN([C@@H](C)CO)C3=O)cc1
 : -5, 40, -19, ., -11, 2, 60[16.7 µM], 1
> C/C(=N/NC(=O)c1ccc(C)s1)c1cccc(NC(=O)COc2ccc(Cl)cc2C)c1
 : ., 0, 15, -9, ., 7, 1, .
> C/C=C/c1ccc([C@H]2[C@@H](CNC(C)=O)N(C(=O)Cc3ccncc3)[C@H]2CO)cc1
 : -2, 13, -11, 8, 1, -8, -14[16.7 µM], -5
> Cc1ccc(C(=O)C2=C(O)C(=O)N(Cc3ccccc3)C2c2cccnc2)o1 (configuration not stated)
 : 1, 9, -5, ., 0, ., -10, 7
> Cc1ccc(-c2nn(C)c(=O)c3ccccc23)cc1CNC(=O)CSc1nc2ccccc2o1
 : ., -2, -7, 25, ., 5, -2, .
> C[C@H](CO)N1C[C@H](C)[C@H](CN(C)C(=O)CCC(F)(F)F)OCCCC[C@H](C)Oc2ccc(NS(C)(=O)=O)cc2C1=O
 : 5, ., 4, -1, -5, ., -5[16.7 µM], .
> O=C(C1CCN(S(=O)(=O)c2cnc[nH]2)CC1)N1CCn2c1nc1ccccc12
 : -4, -1, -9, ., 1, ., 44, -2
> C[C@@H]1CN([C@@H](C)CO)C(=O)c2cc(C3=CCCCC3)cnc2O[C@@H]1CN(C)C(=O)c1ccc2c(c1)OCO2
 : 5, 2, -4, 0, -16, ., 8[16.7 µM], -3
> CC(C)NC(=O)Nc1ccc2c(c1)C(=O)N([C@H](C)CO)C[C@H](C)[C@@H](CN(C)S(=O)(=O)c1cn(C)cn1)OCCCC[C@H](C)O2
 : -6, 2, 12, 1, -1, 3, 2[16.7 µM], 0
> O=C(N[C@@H]1C=C[C@@H](CC(=O)N2CCN(c3ccccc3)CC2)O[C@H]1CO)c1ccncc1
 : -8, 7, -4, -3, 4, ., 6[16.7 µM], 1
> CSc1ccc(CN(C)CC(=O)NC(=O)NC(C)(C)C)cc1
 : ., ., -3, 12, ., 1, -3, .
> Cc1cc(C(=O)CCC(=O)NCC(=O)Nc2c(C)cccc2C)c(C)s1
 : -6, 1, 1, 15, 2, -3, 0, 3
> COc1ccc(S(=O)(=O)N(C)C[C@H]2Oc3c(NC(=O)c4nc5ccccc5s4)cccc3C(=O)N([C@@H](C)CO)C[C@@H]2C)cc1
 : 44, 4, 14, ., 12, 2, 7[16.7 µM], -3
> COc1ccc(NC(=O)CSc2nc(C)cc(C(F)(F)F)n2)cc1
 : -11, 1, 0, ., ., ., -3, .
> CC(C)Cn1c(/C=C/c2ccccc2)nc2ccccc21
 : -27, 36, 2, -92, -21, ., 1, .
> CCOc1cc(CNC(C)(C)CO)cc(Br)c1OCc1ccc(Cl)cc1Cl
 : 2, 2, -11, ., ., 2, 4, .
> COc1cccc(-c2cccc(-c3nc(C(=O)NCCCN4CCOCC4)cc4c3[C@@H](CCO)N(S(=O)C(C)(C)C)C4)c2)c1 (some centres not stated)
 : 8, 4, -10, 0, -4, 20, ., 2
> COc1ccccc1-c1ccc2c(c1)O[C@@H](CN(C)Cc1ccc3c(c1)OCO3)[C@@H](C)CN([C@@H](C)CO)S2(=O)=O
 : 4, 6, -65, 66*, 25, ., 5[16.7 µM], -2
> CSc1ccc(/C=C/C(=O)N2CCN(c3ccccn3)CC2)cc1
 : -31, -1, ., -8, -7, ., ., 1
> COc1ccc(C(=O)N[C@H](C(=O)Nc2nc3ccccc3[nH]2)C(C)C)cc1
 : -28, -14, -23, -1, ?, -2, 117*, -1
> O=C(Cn1c(CN2CCCCC2)nc2ccccc2c1=O)Nc1ccccc1
 : -5, 0, ?, ., 4, ., ., 1
> Cc1c(NC(=O)c2ccc(Cl)c([N+](=O)[O-])c2)cccc1-n1cnnn1
 : 0, 1, -6, 3, 7, 7, -4, 4
> O=C(CN1CCN(c2ccc(O)cc2)CC1)Nc1ccc(SC(F)F)cc1
 : -4, 5, 13, 30, ., -1, -5, .
> O=C(CNC(=O)c1ccc(Cl)cc1)NCc1ccccn1
 : 0, 1, 15, -14, 0, 11, -4, -2
> CCOC(=O)CCc1c(C)nc2cc(-c3ccccc3OC)[nH]n2c1=O
 : -4, 2, -19, 8, 1, -9, -3, 1
> C[C@H](NC(=O)C1CC(=O)N(c2ccc3c(c2)OCO3)C1)C(=O)NCc1ccco1 (some centres not stated)
 : 2, 1, 12, -6, -10, 10, -1, 1
> Cc1ccc(/C=N/NC(=O)CSc2nc3ccccc3[nH]2)o1
 : -14, -4, ., 6, -14, 2, ., 10
> O=C(NCCCc1ccccc1)c1ccc(CS(=O)Cc2ccccc2Cl)o1 (configuration not stated)
 : -8, -1, 3, 11, ., 7, -2, 0
> CC1=C(C(=O)N2CCOCC2)CC(CC(=O)NCCN2CCOCC2)C(=O)N1Cc1ccc(F)cc1 (configuration not stated)
 : -17, 5, 11, -12, -7, 4, -4, -2
> N#CCSc1ncnc2sc3c(c12)CCC3
 : ., -6, 1, 11, ., -3, 68, .
> Cn1c(SCc2ccccc2)nnc1-c1ccc2nonc2c1
 : -10, ., ., -15, -30, 14, ., 0
> CO[C@@H]1CN(C)C(=O)c2cc(NS(C)(=O)=O)ccc2OC[C@H](C)N(Cc2cocn2)C[C@H]1C
 : -3, ., 3, -26, -1, -5, ., 2
> CCCC#Cc1ccc([C@H]2[C@H](CO)N3C(=O)CN(C(=O)Nc4ccccc4)C[C@@H]23)cc1
 : 22, ., 2, ., 0, ., ., 2
> CCn1cc(C(=O)NCc2ccc(Cl)cc2)c(=O)c2cc(S(=O)(=O)N(C)C)ccc21
 : 2, -1, 8, 7, 6, 3, ., 0
> COC(=O)CCCNC(=O)c1ccc2oc(CCCc3ccccc3)nc2c1
 : -35, -2, 13, -52, -55, 3, -1, -1
> COc1ccc(-c2c[n+]3c(n2-c2ccccc2)CCCCC3)cc1
 : 8, 3, ., 56, 17, -10, ., -2
> CC(=O)N1C(=O)CC(C)N(C(C)=O)c2ccc([N+](=O)[O-])cc21 (configuration not stated)
 : 10, 1, -5, -2, -6, -9, -4, -2
> CC(C)NC(=O)N(C)C[C@H]1Oc2ccc(NS(C)(=O)=O)cc2CC(=O)N([C@H](C)CO)C[C@H]1C
 : -12, -2, 8, -5, 7, ., 6[16.7 µM], 3
> COCCCNc1ncnc2c1sc1nc(-c3ccco3)c3c(c12)CC(C)(C)OC3
 : 1, ., ., 11, 6, 0, ., 7
> S=C(NCCc1ccccc1)NCC(c1ccco1)N1CCCCC1 (configuration not stated)
 : 1, ., ., -103, 5, 0, ., 1

Bioassay records deposited in PubChem BioAssay by Broad Institute.
